Screening results as filed in PubChem BioAssay.
L3MBTL1 block: blocks human L3MBTL1; Q9Y468; AlphaScreen L3MBTL1–H3K9me1 peptide binding; Potency, µM (titrated, usually from 57.1 µM), without a hit: at the highest dose activity, negative = inhibition, hits mostly inhibitors; hit rate 0.66% among 230,000; AID 485360; note: potency is the fitted concentration of half-maximal effect; % is set by controls: 0 for no effect and ±100 for the full control effect; nearly all actives have a fitted effect of over 60% in size
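AlphaScreen proximity signal between nickel-chelate acceptor and streptavidin donor beads (final 10 ug/mL) reports binding of 50 nM L3MBTL1 to 75 nM biotin-H3 K9me1 peptide; complex incubated with compounds 30 min at room temperature; cefsulodin titration as control.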
Epigenetic derep: epigenetic control regulation, reporter derepression | murine LDR cells, GFP reporter derepression, 30 h | Potency, µM (titrated, usually from 53.9 µM), inactives show top-dose GFP activation, most hits filed as activators | hit rate 0.2% among 280,000 | AID 1865; note: potency is the fitted concentration of half-maximal effect; % of control where 0% means no effect; nearly all actives have a fitted effect of over 60% in size
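Derepression of a silenced CMV-GFP reporter in murine LDR cells is scored by enumerating GFP-positive cells with a laser-scanning microplate cytometer after 30 hours of treatment at 37 C.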
Luc counter: Kinase-Glo luciferase inhibition (counter-screen); Potency, µM (top dose mostly 38.3 µM), for inactives: at the top dose activity change, negative = inhibition, hits mostly inhibitors; Kinase-Glo luciferase, ATP luminescence, 8 min; hit rate 0.28% among 200,000; Q27757; note: potency is the fitted concentration of half-maximal effect; % is set by controls: 0 for no effect and ±100 for the full control effect; nearly all actives have a fitted effect of over 60% in size
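Compounds were added to a substrate mix at pH 7.2 (50 mM imidazole, 10 uM ATP, within the enzyme's linear range), followed by Kinase-Glo detection reagent; luminescence was measured after 8 minutes at ambient temperature.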
IMPase Li inh: IMPase inhibition in cells with lithium potentiation | CHO-M1 cells, IP1 TR-FRET (IP-One), carbachol + lithium | Potency, µM (doses to about 59.4 µM), for the others: top-dose activity, negative = IMPase inhibition, most hits filed as inhibitors | hit rate 0.35% among 210,000 | AID 1457;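 note: IP1 builds up when IMPase is blocked and the TR-FRET signal falls; potency is the fitted concentration of half-maximal effect; plate controls were basal vehicle for no effect and high inhibitor control for full effect; nearly all actives have a fitted effect of over 50% in size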
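IP1 accumulation measured by competitive TR-FRET in lysed CHO-M1 cells after 30 min compound exposure at 37C, with a small lithium addition to potentiate weak responses. Hill-equation AC50 from ratio and donor-channel data.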
CBFb RUNX1 block: inhibitors of human CBF-beta and RUNX1 interaction; Q01196+Q13951; AlphaScreen CBFb-His/RUNX1-biotin binding, biochemical; Potency, µM (titrated, usually from 59.8 µM), for the others: top-dose activity, negative = inhibition, usual class: inhibitors; 230,000 tested, under 10 active; note: % of control where 0% means no effect
Target sequence (Q01196 whole entry, looked up): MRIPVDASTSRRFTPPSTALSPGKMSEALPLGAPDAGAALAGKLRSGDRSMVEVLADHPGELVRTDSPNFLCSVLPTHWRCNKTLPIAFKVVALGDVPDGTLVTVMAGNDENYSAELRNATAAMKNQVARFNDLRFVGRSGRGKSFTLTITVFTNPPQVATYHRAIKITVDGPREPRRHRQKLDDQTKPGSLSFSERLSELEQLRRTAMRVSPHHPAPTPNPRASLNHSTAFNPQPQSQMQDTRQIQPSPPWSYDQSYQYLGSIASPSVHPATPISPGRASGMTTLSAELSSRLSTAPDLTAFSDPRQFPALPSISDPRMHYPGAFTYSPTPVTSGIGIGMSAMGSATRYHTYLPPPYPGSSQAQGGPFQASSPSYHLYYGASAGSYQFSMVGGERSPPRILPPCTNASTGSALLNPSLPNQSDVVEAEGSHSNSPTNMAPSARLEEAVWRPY
Target sequence (Q13951 whole entry, looked up): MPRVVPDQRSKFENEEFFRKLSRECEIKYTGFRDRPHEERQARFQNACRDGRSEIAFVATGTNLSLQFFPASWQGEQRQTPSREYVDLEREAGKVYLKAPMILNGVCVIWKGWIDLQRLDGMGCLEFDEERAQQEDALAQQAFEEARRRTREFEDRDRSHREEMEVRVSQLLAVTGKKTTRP
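CBF-beta (His) and RUNX1 (biotin), 30 nM each; 20 min preassociation; + compound, 15 min; + beads 50 ng each (Ni, streptavidin), 90 min; RT; AlphaScreen read.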
HttQ103 aggreg: inhibitors of mutant huntingtin aggregate formation in PC12 cells; Potency, µM (series often up to 46.1 µM), without a hit: top-dose activity change, negative = inhibition, usual class: inhibitors; hit rate 1.1% among 220,000; PC12 HttQ103-GFP aggregates, Acumen cytometry, 40 h; note: potency is the fitted concentration of half-maximal effect; % is set by controls: 0 for no effect and ±100 for the full control effect; nearly all actives have a fitted effect of over 60% in size
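PC12/HTTQ103-GFP, ecdysone-inducible; teb 100 nM; cpd qHTS titration; GFP aggregates read on laser cytometer, Ex 488/Em 500-530 nm.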
NPSR antag: antagonists of human neuropeptide S receptor cAMP signaling; CHO-NPSR cells, cAMP TR-FRET, antagonist mode; Potency, µM (top dose mostly 38.3 µM), without a hit: at the highest dose activity change, negative = inhibition, hits mostly inhibitors; hit rate 1% among 220,000; note: potency is the fitted concentration of half-maximal effect; % is set by controls: 0 for no effect and ±100 for the full control effect; nearly all actives have a fitted effect of over 50% in size; many of its hits are not listed in these tables
Starred values were filed as active, the others as inactive; ? = inconclusive; nt = not tested or not shown; [ ] = dose if it differs, or a comment. Calls come from the whole dose curve; as a rule, active = well fitted curve in the direction sought with a large enough effect; inconclusive = small, poorly fitted or top-dose-only effect, or another doubt; inactive = no such curve, though single readings can be large; an effect the other way counts as inactive or inconclusive. A portion of the library; rates above refer to the full screens.

compound	L3MBTL1 block	Epigenetic derep	Luc counter	IMPase Li inh	CBFb RUNX1 block	HttQ103 aggreg	NPSR antag
Cc1ccc(N/C=C/C(=O)c2ccccc2)cc1C	-3%	-5.1%	-14%	4%	-3%	-6%	-13%
Cc1ccc(Cc2cnc(NC(=O)c3ccco3)s2)cc1	nt	1.0%	-5%	22%[38.3 µM]	-4%	-13%	-13%[46.1 µM]
NC(=O)N1CCN(C(=O)c2ccco2)CC1	nt	-0.4%	-6%	24%[38.3 µM]	-3%	?	?
Cc1ccc(NS(=O)(=O)c2cc(C(=O)N3CCOCC3)ccc2C)cc1C	-1%	-2.0%	1%	34%[38.3 µM]	7%	14%	-10%[46.1 µM]
O=C(CN1CCC(NC(=O)c2ccco2)CC1)Nc1ccccc1[N+](=O)[O-]	50%[activator]	-1.4%	2%	1%	-5%	-6%[9.22 µM]	1%
Fc1cccc(/C=N/Nc2ncnc3nc[nH]c23)c1	-3%	-1.1%	?	1%	1%[2.36 µM]	6%	-7%
Clc1ccccc1-c1nn2c(COc3ccccc3)nnc2s1	nt	1.2%	1%	6%[38.3 µM]	2%	?	-9%[46.1 µM]
COC(=O)c1ccc(S(=O)(=O)N(CCO)Cc2ccccc2)n1C	-2%	-1.0%	nt	nt	4%	24%[9.22 µM]	-1%
CC(=O)c1cnc2scnn2c1=O	29%	0.0%	3%	16%	-12%	10%	15%
CC(C)(C)NC(=O)COC(=O)c1ccccc1OCC(=O)Nc1ccc(Br)cc1	21%	0.9%	nt	nt	-3%	13%	-22%[46.1 µM]
COC(=O)c1ccsc1NC(=O)C1=COCCO1	-5%	1.7%	3%	4%[38.3 µM]	4%	-15%	-7%[46.1 µM]
O=C(O)c1ccc(NC(=O)C2CC=CCC2C(=O)O)cc1 (configuration not stated)	-2%	3.2%	0%	-6%[38.3 µM]	0%	2%	0%[46.1 µM]
COc1cc(C(C)=O)ccc1OCC(O)CN1CCN(S(=O)(=O)c2ccccc2)CC1 (configuration not stated)	nt	0.0%	6%	-4%[38.3 µM]	2%	6%	-15%[46.1 µM]
N#C/C(=C\c1ccncc1)c1nc2c(s1)CCCC2	2%	-2.5%	2%	11%	3%	10%	-19%
COC(=O)c1ccc(COc2ccc(/C=N/NC(=O)C(=O)Nc3ccc(OC)cc3)cc2OC)o1	nt	2.4%	nt	nt	17%	8%[9.22 µM]	8%

Only Luc counter and Epigenetic derep, for some of the entries so far:
compound	Luc counter	Epigenetic derep
COC(=O)c1ccc(S(=O)(=O)N(CCO)Cc2ccccc2)n1C	nt	-1.0%
CC(=O)c1cnc2scnn2c1=O	3%	0.0%
CC(C)(C)NC(=O)COC(=O)c1ccccc1OCC(=O)Nc1ccc(Br)cc1	nt	0.9%

(cont.)
compound	L3MBTL1 block	Epigenetic derep	Luc counter	IMPase Li inh	CBFb RUNX1 block	HttQ103 aggreg	NPSR antag
Cc1ccc(C)c(NC(=S)NCCN(C2CCCCC2)C2CCCC2)c1	nt	2.0%	-3%	14%	-3%	12%	-43%
CSc1nnc2c3cc(F)ccc3n(Cc3ccccc3)c2n1	nt	-2.7%	-1%	16%[38.3 µM]	-2%	-1%	3%[46.1 µM]
Nc1ccc(N2CCN(C(=O)c3cccs3)CC2)cc1	nt	0.1%	-6%	39%[38.3 µM]	-25%	0%	-28%[46.1 µM]
Cc1cc2nc(-c3ccc(SCC(=O)Nc4ccc(S(=O)(=O)NC5CC5)cc4)nc3)[nH]c2cc1C	6%	5.3%	-23%	-6%	-11%	17%	-1%
COC(=O)C1=C(C)N(C)C(=S)NC1c1ccc(Cl)cc1 (configuration not stated)	-6%	2.1%	3%	5%	4%	11%	-3%
COc1ccccc1OCC(=O)NCCSCc1cccc(Cl)c1	7%	-1.9%	-1%	-1%	6%	13%	-4%
NCCC[C@@H](CC(=O)N[C@@H]1CCNC[C@H]1C(=O)N[C@H](CC(=O)N[C@@H](CCC(=O)O)CC(=O)O)Cc1c[nH]c2ccccc12)NC(=O)C[C@H](Cc1c[nH]c2ccccc12)NC(=O)[C@@H]1CNCC[C@H]1N	nt	-0.1%	0%	5%	20%	nt	nt
O=C(O)c1ccc2c3c(ncnc13)-c1ccccc1C2=O	1%	-1.3%	0%	-4%[38.3 µM]	-3%	?	2%[46.1 µM]
COc1ccc2c(c1OC)C(=O)N(c1ccc3c(c1)CCC3)C2=O	-11%	-0.1%	4%	10%	1%	-3%	5%
Cc1ncc([N+](=O)[O-])n1CCOC(=O)c1ccc(Cl)cc1Cl	1%	-1.1%	-1%	6%[38.3 µM]	1%	1%	-7%[46.1 µM]
O=C(c1ccc(Cl)cc1)c1cnc(Nc2ccccc2)s1	9%	0.0%	-2%	-5%[38.3 µM]	1%	21%	-2%[46.1 µM]
COc1ccc(OCC(=O)Nc2ccc3nc(C)sc3c2)cc1	3%	8.6%	4%	2%	7%	-1%	0%
NS(=O)(=O)c1ccc(-c2ccc(/C=N/NC(=O)c3ccc([N+](=O)[O-])cc3)o2)cc1	-1%	14%	nt	nt	4%	-14%[9.22 µM]	0%

3 records picked at random from the list so far, as already listed:
compound	L3MBTL1 block	Epigenetic derep	Luc counter	IMPase Li inh	CBFb RUNX1 block	HttQ103 aggreg	NPSR antag
COc1ccc(OCC(=O)Nc2ccc3nc(C)sc3c2)cc1	3%	8.6%	4%	2%	7%	-1%	0%
COc1ccc2c(c1OC)C(=O)N(c1ccc3c(c1)CCC3)C2=O	-11%	-0.1%	4%	10%	1%	-3%	5%
O=C(O)c1ccc2c3c(ncnc13)-c1ccccc1C2=O	1%	-1.3%	0%	-4%[38.3 µM]	-3%	?	2%[46.1 µM]
